Screens deposited in PubChem by National Center for Advancing Translational Sciences (NCATS).
NPC1 prom act – qHTS Assay for NPC1 Promoter Activators; Huh7 NPC1 promoter luciferase reporter, 24 h; Potency, µM (highest dose often 9.22 µM), without a hit: at the highest dose activation, actives largely listed as activators; 320,000 tested, 2.4% active; AID 485313, 2010;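 note: % of control where 0% means no effect; nearly all actives have a fitted effect of over 60% in size; reporter is driven by a mutant NPC1 promoter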
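Stably transfected Huh7 (NPC1 promoter→luciferase), 1500 cells/well in Opti-MEM + 10% FBS, 2 h settle, then compound 24 h at 37 °C. Luminescence after 10 min with Amplite reagent.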
BRCA1 expr up – qHTS Assay to Identify Small Molecule Activators of BRCA1 Expression; MCF7-BRCA1-FFLuc reporter, luminescence, 48 h; response scale: scaled: vehicle 0%, 10 µM genistein 100%; Potency, µM (titrated, usually from 46.1 µM), without a hit: top-dose activation, hits mostly activators; 380,000 tested, 1.1% active; AID 624202, 2012; note: nearly all actives have a fitted effect of over 80% in size; some results filed as inactive show a strong effect at the top dose
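Reporter cells (MCF7, BRCA1 promoter-firefly luciferase) received library compounds across a concentration series for 48 h. End-point luminescence was measured and concentration-effect curves derived after normalization.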
FLuc modulator – qHTS profiling assay for firefly luciferase inhibitor/activator using purifed enzyme and Km concentrations of substrates (counterscreen for miR-21 project) | 360,000 tested, 6.9% active | purified FLuc, Km substrates, luminescence inhibition | Luciferin 4-monooxygenase (Photinus pyralis), P08659 | AID 588342, 2011 | Potency, µM (doses to about 57.5 µM), without a hit: top-dose activity change, negative = inhibition, hits mostly inhibitors;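 note: plate controls were vehicle for no effect and reference inhibitor for full effect; nearly all actives have a fitted effect of over 55% in size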
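Purified P. pyralis luciferase (10nM final) with 10uM D-luciferin and 10uM ATP (Km levels) in 50mM Tris acetate pH 7.5, 10mM Mg acetate, 0.01% Tween-20, 0.05% BSA; qHTS 6-point titration, ~60 µM downward; luminescence read.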
RORg inh – qHTS for inhibitors of ROR gamma transcriptional activity; AID 2551, 2010; Potency, µM (doses to about 53.6 µM), for inactives: at the top dose activity change, negative = inhibition, most hits filed as inhibitors; 310,000 tested, 5.4% active; Nuclear receptor ROR-gamma (Mus musculus), P51450; Drosophila S2 Gal4-RORgamma UAS-luciferase reporter, 20 h; note: % is set by controls: 0 for no effect and ±100 for the full control effect; nearly all actives have a fitted effect of over 60% in size
Target sequence (P51450 whole entry, looked up, the tested form may be a part): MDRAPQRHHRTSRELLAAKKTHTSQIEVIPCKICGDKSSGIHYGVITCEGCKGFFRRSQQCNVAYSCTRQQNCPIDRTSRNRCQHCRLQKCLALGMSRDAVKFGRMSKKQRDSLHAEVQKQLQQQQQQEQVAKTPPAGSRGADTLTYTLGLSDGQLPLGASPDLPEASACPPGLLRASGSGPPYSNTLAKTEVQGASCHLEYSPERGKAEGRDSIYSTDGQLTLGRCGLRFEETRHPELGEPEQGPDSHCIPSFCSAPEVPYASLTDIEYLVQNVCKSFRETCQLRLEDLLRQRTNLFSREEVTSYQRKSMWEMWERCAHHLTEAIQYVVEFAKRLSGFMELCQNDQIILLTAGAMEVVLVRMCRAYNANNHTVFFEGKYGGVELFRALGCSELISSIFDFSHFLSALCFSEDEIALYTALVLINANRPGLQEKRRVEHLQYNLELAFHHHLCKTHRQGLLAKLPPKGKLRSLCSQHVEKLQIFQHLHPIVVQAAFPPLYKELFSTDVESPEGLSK
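Luciferase reporter read in Schneider cells carrying Gal4-RORγ (mouse) and UAS-Photinus luciferase; cells given compound 1 h before 700 uM copper sulfate induction, then incubated 20 h at ambient temperature.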
Rab9 prom act – qHTS Assay for Rab9 Promoter Activators; 320,000 tested, 2.8% active; Huh7 Rab9 promoter-luciferase reporter, luminescence, 24 h; Potency, µM (series often up to 9.22 µM), for the others: at the highest dose activation, negative = inhibition, most hits filed as activators; AID 485297, 2010; note: % of control where 0% means no effect; nearly all actives have a fitted effect of over 60% in size
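Steps: seed 1500 Huh7 Rab9-luc cells per well, rest 2 h at 37 °C; add compound in DMSO; incubate 24 h; add luciferase reagent, 10 min ambient; read luminescence.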
MBNL1-CUG inh – qHTS Assay for Inhibitors of MBNL1-poly(CUG) RNA binding | 280,000 tested, 0.036% active | Muscleblind-like protein 1 (Homo sapiens), Q9NR56 | TR-FRET MBNL1-His/biotin-(CUG)12 binding, 665/545 ratio | Potency, µM (doses to about 57.5 µM), for the others: at the top dose activity change, negative = inhibition, actives largely listed as inhibitors | AID 2675, 2010; active = well fitted inhibition curve with a large enough effect in the signal ratio, with a control signal flat, not every such curve was filed as active; inconclusive = small, poorly fitted or top-dose-only effect, or effect the other way, or a change in a side signal; inactive = no such curve, though single readings can be large or run the other way; the % refers to the signal ratio; note: % is set by controls: 0 for no effect and ±100 for the full control effect
Target sequence (Q9NR56 whole entry, looked up): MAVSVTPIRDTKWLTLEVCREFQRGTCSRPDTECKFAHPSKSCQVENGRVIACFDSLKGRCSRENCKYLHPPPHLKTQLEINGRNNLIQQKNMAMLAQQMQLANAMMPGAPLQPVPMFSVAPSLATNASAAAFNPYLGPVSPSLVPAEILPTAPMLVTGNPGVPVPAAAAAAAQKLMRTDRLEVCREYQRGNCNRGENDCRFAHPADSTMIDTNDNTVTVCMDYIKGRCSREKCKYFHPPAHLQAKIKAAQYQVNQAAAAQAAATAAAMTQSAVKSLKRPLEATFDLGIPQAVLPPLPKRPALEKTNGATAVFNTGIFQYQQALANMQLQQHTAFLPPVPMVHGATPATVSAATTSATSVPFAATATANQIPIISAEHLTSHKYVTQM
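Ratiometric TR-FRET (665 over 545 nm, excitation 340 nm) tracks disruption of MBNL1-His/biotin-(CUG)12 complex after 60 min at room temperature, with compounds at 92 nM to 58 uM final.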
VP16 counter – VP16 counterscreen qHTS for inhibitors of ROR gamma transcriptional activity | Drosophila S2 Gal4-VP16 UAS-luciferase, luminescence, 20 h | Potency, µM (top dose mostly 53.6 µM), without a hit: at the highest dose activity, negative = inhibition, hits mostly inhibitors | 310,000 tested, 3.5% active;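 note: Gal4-VP16 expression switched on by copper sulfate through the metallothionein promoter; % is set by controls: 0 for no effect and ±100 for the full control effect; nearly all actives have a fitted effect of over 50% in size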
uPA surface inh – qHTS for Inhibitors of Cell Surface uPA Generation. Potency, µM (top dose mostly 38.3 µM), without a hit: top-dose activity change, negative = inhibition, usual class: inhibitors. cell surface uPA generation assay, qHTS. AID 540303, 2011. 330,000 tested, 0.31% active; active = well fitted inhibition curve with a large enough effect; inconclusive = small, poorly fitted or top-dose-only effect; inactive = no such curve, though single readings can be large or run the other way; tested in mouse RAW 264.7 cells; note: % is set by controls: 0 for no effect and ±100 for the full control effect; nearly all actives have a fitted effect of over 55% in size
p53 reactivation – qHTS assay for re-activators of p53 using a Luc reporter; H1299 p53-A138V BP100-luciferase reporter, luminescence, 24 h; Potency, µM (top dose mostly 92.2 µM), for the others: at the highest dose activity change, positive = activation, most hits filed as activators; 320,000 tested, 0.063% active; note: % of control where 0% means no effect; nearly all actives have a fitted effect of over 45% in size
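H1299 (p53-null), stable ts p53-A138V + BP100-Luc; 1000 cells/well, Opti-MEM/10% FBS; cpd 4 pt, 1:5; 24 h, 37 deg C, 5% CO2; detection reagent 10 min RT; luminescence.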
ELG1 genotoxic – qHTS screen for small molecules that induce genotoxicity in human embryonic kidney (HEK293T) cells expressing luciferase-tagged ELG1; HEK293T ELG1-luciferase reporter, luminescence, 16 h; Potency, µM (series often up to 46 µM), without a hit: at the highest dose activity change, positive = activation, actives largely listed as activators; 330,000 tested, 1.3% active; note: % of control where 0% means no effect; nearly all actives have a fitted effect of over 60% in size
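Luminescence read-out: rising ELG1-luciferase signal, reflecting elevated ELG1 protein under genetic stress, flags genotoxic compounds. Cells were treated for 16 hr at 37 °C before ONE-Glo detection.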
* = called active by the depositor; ? = inconclusive; . = no result given; & = joins results of further samples; [ ] = dose if it differs, or a comment. Unless noted, calls come from the whole dose curve; as a rule, active = well fitted curve in the direction sought with a large enough effect; inconclusive = small, poorly fitted or top-dose-only effect, or another doubt; inactive = no such curve, though single readings can be large; an effect the other way counts as inactive or inconclusive. Potency is the fitted concentration of half-maximal effect.

SMILES	NPC1 prom act	BRCA1 expr up	FLuc modulator	RORg inh	Rab9 prom act	MBNL1-CUG inh	VP16 counter	uPA surface inh	p53 reactivation	ELG1 genotoxic
CCOC(=O)C1C(=O)C=C(N2CCOCC2)CC1c1cccc(OC)c1 (stereo not given)	-1.1%	1.3%	-17.2%	4.4%	-1.8%	-0.2%	-3.6%	0.7%	-8.2%	-1.2%
COc1cc(C(=O)NNc2nc3cc4c(cc3s2)OCO4)cc(OC)c1OC	-0.5%	-4.9%	?	?	?	41.2%[activator]	12.6µM*	12.2%	-2.2%	-0.5%
Cc1cc(C)c2ccc(/C=N/O)nc2c1O	0.7%	-13.1%	-2.4%	3.16µM*	-4.5%	?	6.31µM*	14.2%	-1.2%	-1.5%
O=C(CN(c1ccc(F)cc1)S(=O)(=O)c1ccc2c(c1)OCCO2)NCc1ccncc1	2.3%	4.6%	8.2%	0.3%	-9.9%	-8.3%	1.8%	-3.2%	-1.2%	0.3%
Cc1cc(NC(=O)CSc2nncn2N)no1	-0.4%	-11.1%	2.5%	10.1%	3.7%	-14.8%	-1.8%	3.1%	0.2%	0.8%
Cc1ccc(CN2CCN(/N=C/c3cc(Br)cc(Br)c3O)CC2)cc1	-3.1%	-27.9%	0.6%	?	-4.0%	?	2.7%	3.4%	13.5%	-5.6%
COC(=O)c1cc(Cl)cc2c(CCO)c[nH]c12	.	-7.5%	.	.	.	.	.	11.1%	0.1%	10.5%
CN1CCN(c2nc(-c3ccccc3)nc(-c3ccc(F)cc3)c2C#N)CC1	-7.4%	0.0%	-0.6%	-1.7%	-10.3%	-6.3%	-6.5%	0.5%	-1.8%	-5.5%
COc1ccc(N(C(=O)C2CCCCC2)S(=O)(=O)c2cccc3cccnc23)cc1	-3.3%	-10.1%	-0.1%	2.3%	-4.2%	8.3%	-0.5%	-5.7%	-3.8%	-2.2%
CCOC(=O)CC(=O)NC1(Cc2ccc(O)cc2)CCCCC1	-4.5%	-0.6%	-1.1%	23.1%	-8.6%	0.7%	-2.2%	2.0%	-1.7%	-0.4%
Cc1cc(NC(=O)NCc2ccccc2)c(=O)n(Cc2ccc(F)cc2)c1	-2.9%	48.2%	1.69µM*	31.2%	4.7%	29.3%	-7.3%	1.3%	2.3%	3.0%
O=C(NCCN1CCN(C(=O)c2ccc(F)cc2)CC1)C(=O)NCc1ccccc1	1.9%	-0.2%	0.5%	3.8%	7.8%	4.5%	2.9%	2.5%	0.5%	-1.0%
COc1cc(/C=N/NC(=O)C2CCN(CC(O)COCc3ccccc3)CC2)ccc1O (stereo not given)	-1.2%	-7.7%	-1.8%	-13.0%	-7.6%	4.7%	6.2%	10.3%	-0.1%	-0.3%
O=C(c1ccccc1)c1ccc(C(=O)N2CCCC(C(F)(F)F)C2)cc1 (stereo not given)	-10.9%	-12.0%	3.7%	.	-0.1%	.	.	8.7%	7.3%	2.2%
COc1ccc(OCCOCC(O)CN2CCOCC2)cc1 (stereo not given)	0.5%	26.0%	2.8%	-9.0%	3.3%	13.8%	-2.0%	-0.5%	-2.6%	0.2%
Cc1ccc(-c2nnnn2CS(=O)(=O)c2ccccc2)cc1	7.6%	32.1%	-19.8%	-14.4%	-4.8%	5.2%	6.1%	-3.5%	9.9%	13.6%
CC1CN(CC(=O)NCc2ccc(Cl)cc2)CC(C)O1 (stereo not given)	-4.5%	25.9%	1.4%	0.4%	0.1%	-6.8%	1.9%	-5.8%	-30.7%[inhibitor]	9.8%
CCC(=O)N1CCN=C1SCc1c(F)cccc1Cl	-2.3%	-27.6%	-2.2%	11.2%	-3.4%	0.6%	-2.1%	-7.9%	-1.3%	-3.2%
O=C(c1ccc(Cl)cc1)c1ccccc1C(=O)N1CCOCC1	2.7%	-0.2%	5.4%	18.1%	-3.9%	-3.0%	-1.0%	1.3%	-7.7%	2.3%
CC(=O)N(c1nc(CCl)cs1)c1cccc(C)c1C	0.9%	5.2%	-2.5%	-3.5%	1.8%	0.9%	-6.0%	4.4%	-3.6%	-4.1%
CCCCN(C)S(=O)(=O)c1cc2c3c(c1)CCC(=O)N3CCC2	-2.7%	15.2%	1.5%	0.8%	4.5%	-3.2%	4.5%	-13.4%	-7.5%	0.3%
CCOC(=O)c1cc(-c2cccnc2)nn1-c1ccccn1	0.9%	-6.7%	1.0%	0.0%	-10.4%	-7.3%	0.6%	-0.3%	-9.2%	0.0%
O=C(COC(=O)c1cccc(Oc2ccccc2)c1)NCc1ccco1	-0.6%	-5.6%	4.0%	1.2%	-6.5%	4.4%	0.0%	1.4%	0.0%	-0.4%
c1ccc(C(c2ccccn2)c2ccccn2)cc1	-4.9%	1.3%	4.1%	-4.3%	-4.6%	-9.4%	-2.1%	3.6%	-14.7%	-1.8%
CCCCC1CC(CSC(=N)N)OC1=O (stereo not given)	8.0%	-36.7%	-0.1%	-0.5%	4.0%	-5.3%	2.6%	-7.9%	0.8%	-5.8%
COc1cc(C)c2c(c1C=O)Oc1c(c(C)c(O)c3c1C(O)OC3=O)OC2=O (stereo not given)	0.7%	-21.5%	-0.9%	-11.1%&3.9%&15.5%	1.3%	?	2.5%&4.2%&2.4%	5.9%	13.3%	6.3%
CN(CC(O)COC(c1ccccc1)c1ccccc1)C1CCCCC1 (stereo not given)	-0.6%	-28.0%	-0.4%	22.2%	-5.2%	-4.3%	1.6%	-2.8%	-6.3%	-8.8%
CCNS(=O)(=O)c1ccc(C(=O)Nc2ccccc2)cc1	3.7%	16.0%	-9.6%	22.7%	14.5%	2.1%	?	.	3.2%	0.8%
Cc1ccc(N2C(=O)c3cccc([N+](=O)[O-])c3C2=O)cc1C	-2.1%	0.4%	-6.2%	0.4%	-3.1%	?	-6.4%	-9.4%	10.9%	-0.3%
C=CCNc1nc(Nc2ccc([N+](=O)[O-])cc2)nc(N2CCCC2)n1	-5.0%	-36.0%	4.5%	0.891µM*	-0.3%	-1.4%	-4.2%	-4.2%	2.9%	-12.7%
CC(=O)Nc1ccc(NC(=O)C(C)OC(=O)C2CCC2)cc1 (stereo not given)	7.9%	15.4%	0.9%	.	2.0%	.	.	1.5%	6.0%	-1.6%
O=C(/C=C/c1ccco1)N/C(=C\c1ccccc1)C(=O)NCCc1nc2ccccc2[nH]1	-1.8%	-13.1%	-5.8%	12.8%	-5.2%	19.8%	-10.5%	5.0%	14.1%	-0.2%
CC#CCCCC(=O)Nc1ccccc1C(=O)O	?	11.2µM*	19µM*	-10.4%	?	-19.1%	-4.9%	-0.6%	?	?
CCOC(=O)C1(CCc2ccccc2)CCN(C(=O)CCc2cnccn2)CC1	-4.1%	21.6%	-29.7%	11.1%	20.1%	4.3%	-6.7%	-1.8%	3.1%	0.5%
COc1ccc(NC(=O)c2ccc(CN3CCc4ccccc4C3)cc2)c(OC)c1	1.2%	0.0%	3.5%	21.4%	-6.7%	-0.3%	-6.2%	1.3%	.	-12.3%
CC(=O)Nc1ccc(NC(=O)C(C)OC(=O)/C=C/c2ccc3c(c2)OCO3)cc1 (stereo not given)	-5.4%	3.9%	-2.0%	.	3.9%	.	.	2.2%	7.2%	12.0%
COc1ccc(C)cc1NC(=O)CCc1c(C)nn(-c2ccc(N3CCCCC3)nn2)c1C	?	?	12µM*	12.4%	?	11.5%	-1.3%	-1.9%	25.9%	4.4%
CCOC(=O)C1CCCN(S(=O)(=O)c2cccc3cccnc23)C1 (stereo not given)	-0.2%	-7.1%	2.1%	-9.1%	-2.0%	2.8%	-1.0%	2.0%	-9.2%	-2.4%
Nc1nnc(CC(=O)N/N=C\c2cc([N+](=O)[O-])ccc2O)s1	0.0%	-16.4%	3.0%	-13.3%	-6.9%	?	-18.0%	0.2%	?	0.9%
O=C(CCC(=O)c1cccs1)NCCc1ccc(F)cc1	9.9%	-7.9%	-15.5%	.	2.6%	.	.	1.2%	6.3%	0.6%

Entries listed so far containing a furan ring, fused or not, in the order listed:
SMILES	NPC1 prom act	BRCA1 expr up	FLuc modulator	RORg inh	Rab9 prom act	MBNL1-CUG inh	VP16 counter	uPA surface inh	p53 reactivation	ELG1 genotoxic
O=C(COC(=O)c1cccc(Oc2ccccc2)c1)NCc1ccco1	-0.6%	-5.6%	4.0%	1.2%	-6.5%	4.4%	0.0%	1.4%	0.0%	-0.4%
O=C(/C=C/c1ccco1)N/C(=C\c1ccccc1)C(=O)NCCc1nc2ccccc2[nH]1	-1.8%	-13.1%	-5.8%	12.8%	-5.2%	19.8%	-10.5%	5.0%	14.1%	-0.2%
